# From PubChem BioAssay
# Diaphorase act: compounds boosting diaphorase resazurin reduction – biochemical, uHTS, resorufin fluorescence, counter-screen for diaphorase-coupled primary assays, primary screen. Diaphorase/resazurin coupled assay, 16 min; active compounds read high; 1 = vehicle wells, 0 = NADH-free wells. activation factor at 20 µM. 0.005% of 190,000 active. AID 1229, 2008;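 active = diaphorase activity raised at least twofold by the compound at 20 µM; inactive = activation factor below 2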
#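 Material: bacterial diaphorase enzyme (C. kluyveri); amount: enzyme 0.07 U/mL final; reagent: NADH substrate 0.114 mM plus resazurin dye 0.1 mM, final; doses: single compound dose of 20 µM, 1% DMSO final; timing: 16 min enzyme reaction, ambient temperature; measured by: fluorescence of resorufin, 544 nm excitation, 590 nm emission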
# APP 5UTR inh: inhibitors of APP translation via 5'UTR reporter, primary screen, APP 5'UTR luciferase, SH-SY5Y cells. SH-SY5Y APP 5'UTR-luciferase reporter, luminescence. inhibition, % at 2 µM. 0.82% of 190,000 active. AID 1285, 2008;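 active = inhibition above a set limit, derived from the sample mean plus 3 SD, cut at about 45% in these data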; also: values of inactives mirror those of a sister screen read the other way
# Diaph inh CS: diaphorase inhibitors and chemical oxidizers, primary screen, counter-screen for diaphorase-coupled primary assays, biochemical, uHTS, resorufin fluorescence; 0.69% of 190,000 active; diaphorase resazurin-to-resorufin fluorescence, NADH, 16 min; bacterial (C. kluyveri) enzyme, not human; inhibition, % at 20 µM;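 active = primary screen inhibition at 20 µM above a set limit, cut at about 50% in these data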;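 also: plate controls were DMSO with full reaction for no effect and wells lacking NADH for full effect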
#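 Test system: Clostridium kluyveri diaphorase enzyme / Quantity: diaphorase at 0.14 U/mL in enzyme working solution / Incubation: 16-min room-temperature incubation before reading / Benchmarks: NADH-free wells as positive control, DMSO-only neutral wells / Signal: resorufin fluorescence 544/590 nm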
# STAT1 activator: STAT1 signaling activators, primary screen, cell-based, HTS, luciferase reporter; NIH 3T3 STAT1-luciferase reporter, IFN-gamma, luminescence; 100% = IFN-gamma alone, no compound; activation (% of control), % at 5.5 µM; 2.6% of 200,000 active;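 active = activation above the screen-wide mean activation plus 3 SD, cut at about 130% in these data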;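 also: raw ratio to IFN-gamma control signal so 100% means no change and 0% no light; values of inactives mirror those of a sister screen read the other way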
# Hsp70 activator: Hsp70 transcriptional activators, primary screen, cell-based, HeLa, Hsp70 promoter luciferase, luminescence, 10 µM | HeLa Hsp70 promoter luciferase reporter; scaled: vehicle 0, proteasome-inhibitor control 100% | activation, % at 10 µM | 0.04% of 200,000 active;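 active = activation above the mean across all tested compounds plus 3 SD, cutoff set per campaign, cut at about 5.5% in these data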;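 also: 100% = MG132 at 30 µM as the positive control and 0% = DMSO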
# STAT3 act: IL-6 driven STAT3 reporter potentiators, primary screen, U3A cells, luciferase, luminescence, MLSCN library; activation (% of control), % at 5.6 µM; 0.91% of 190,000 active; IL-6 STAT3-luciferase reporter; 100% = signal with IL-6 EC80 alone;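 active = activation above the screen-wide mean of compound activation plus 3 SD, cut at about 130% in these data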;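 also: 0% = background luminescence of wells with medium and substrate only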
#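 Test system: Human STAT1-deficient U3A cells with stable STAT3-luciferase reporter | Also added: Interleukin-6, 33 ng/mL | Timing: Compound pre-incubation 1 h before IL-6, then 6 h stimulation at 37 °C | Technique: Luciferase reporter luminescence | Read-out: Percent of IL-6-only median luminescence | Benchmarks: IL-6-only wells as 100% reference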
# G6PDH CS: L. mesenteroides G6PDH inhibitors, counter-screen for G6PDH-coupled screening assays, biochemical, Leuconostoc mesenteroides enzyme. 0.12% of 200,000 active. Purified L. mesenteroides G6PDH, diaphorase/resazurin coupled fluorescence, 45 min. inhibition, % at 5 µM; in the data active = inhibition above about 50%
# STAT3 blocker: IL-6 driven STAT3 reporter inhibitors, primary screen, U3A cells, luciferase, luminescence, MLSCN library; inhibition, % at 5.5 µM; 0.89% of 190,000 active; AID 862, 2007; IL-6 STAT3-luciferase reporter; host cell line lacks STAT1;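 active = inhibition above the mean inhibition across all screened compounds plus 3 SD, cut at about 44% in these data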;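 also: 0% = DMSO only wells and 100% = 100 µM nifuroxazide control wells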
# TLR4-MyD88 BLA: inhibitors of TLR4-MyD88 association in cells, primary screen, cell-based, HeLa CL3-4, BLA complementation, FRET ratio; Toll-like receptor 4 (Homo sapiens) + Myeloid differentiation primary response protein …; HeLa CL3-4 TLR4/MyD88 BLA complementation; inhibition, % at 8.4 µM; 0.18% of 200,000 active; in the data active = inhibition above about 25%;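 also: 0% = vehicle and 100% = reference inhibitor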
# Target sequence (O00206 whole entry, looked up): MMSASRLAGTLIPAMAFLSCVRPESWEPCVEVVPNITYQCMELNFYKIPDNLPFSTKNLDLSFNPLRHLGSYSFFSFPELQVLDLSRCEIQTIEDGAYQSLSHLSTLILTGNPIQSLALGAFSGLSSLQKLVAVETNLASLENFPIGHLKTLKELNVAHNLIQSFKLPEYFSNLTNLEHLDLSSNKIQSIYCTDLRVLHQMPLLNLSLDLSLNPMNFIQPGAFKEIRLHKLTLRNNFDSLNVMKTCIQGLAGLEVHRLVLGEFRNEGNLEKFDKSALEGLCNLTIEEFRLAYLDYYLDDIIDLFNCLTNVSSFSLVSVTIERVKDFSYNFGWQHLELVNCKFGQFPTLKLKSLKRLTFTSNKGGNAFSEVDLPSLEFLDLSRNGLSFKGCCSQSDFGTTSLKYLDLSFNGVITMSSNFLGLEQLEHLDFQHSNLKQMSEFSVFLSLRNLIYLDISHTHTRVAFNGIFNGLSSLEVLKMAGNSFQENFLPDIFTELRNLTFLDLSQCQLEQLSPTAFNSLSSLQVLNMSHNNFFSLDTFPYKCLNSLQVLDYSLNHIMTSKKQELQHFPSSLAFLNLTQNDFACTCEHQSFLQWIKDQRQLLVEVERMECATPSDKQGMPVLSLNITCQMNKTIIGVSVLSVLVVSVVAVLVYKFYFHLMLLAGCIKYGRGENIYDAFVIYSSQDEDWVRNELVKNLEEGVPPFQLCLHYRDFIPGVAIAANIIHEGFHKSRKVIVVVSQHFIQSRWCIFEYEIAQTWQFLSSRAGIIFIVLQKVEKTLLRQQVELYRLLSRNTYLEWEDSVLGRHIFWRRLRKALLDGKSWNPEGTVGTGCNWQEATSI
# Target sequence (Q99836 whole entry, looked up): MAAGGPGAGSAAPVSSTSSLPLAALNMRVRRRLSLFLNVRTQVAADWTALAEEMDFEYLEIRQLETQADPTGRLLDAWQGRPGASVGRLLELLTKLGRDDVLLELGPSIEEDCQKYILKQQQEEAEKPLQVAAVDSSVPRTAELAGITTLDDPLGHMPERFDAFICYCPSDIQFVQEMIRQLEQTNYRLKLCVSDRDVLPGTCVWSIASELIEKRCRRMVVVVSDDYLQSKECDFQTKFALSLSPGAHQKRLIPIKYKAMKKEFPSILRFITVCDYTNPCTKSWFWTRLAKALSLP
# STAT1 inh: STAT1 signaling inhibitors, primary screen, cell-based, HTS, luciferase reporter; AID 920, 2007; NIH 3T3 STAT1-luciferase reporter, IFN-gamma, luminescence; inhibition, % at 5.5 µM; 0.35% of 200,000 active;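 active = inhibition above a set limit, the mean inhibition across all tested compounds plus 3 SD, cut at about 34% in these data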;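 also: 0% = IFN-gamma with DMSO and 100% = IFN-gamma with 300 µM nifuroxazide; values of inactives mirror those of a sister screen read the other way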
# Active calls of the source: *; . = not tested or not shown.
SMILES,Diaphorase act,APP 5UTR inh,Diaph inh CS,STAT1 activator,Hsp70 activator,STAT3 act,G6PDH CS,STAT3 blocker,TLR4-MyD88 BLA,STAT1 inh
Cc1ccc(-c2csc(NC(=O)CCNC(=O)c3ccco3)n2)cc1,0.8,-21,19,102,-0.3,90,6,19,7,-4
Cc1ccc(C)c2[nH]c(=O)c(CCNC(=O)Cc3cccs3)cc12,1,-4,4,99,-0.3,89,16,13,2,1
COc1ccc2[nH]c3c(=O)n(Cc4ccc(C(=O)N5CCC(C(N)=O)CC5)cc4)c(=S)[nH]c3c2c1,0.7,-8,30,103,-0.1,103,-2,-2,-8,-6
Cc1cccc(N2CCN(C(=S)c3ccc([N+](=O)[O-])cc3)CC2)c1,0.8,0,18,93,-0.4,104,7,-1,-2,8
O=C(Oc1ccnc2cc(Cl)ccc12)N1CCCCCC1,0.8,-10,23,95,-0.3,96,8,12,2,6
CS(=O)(=O)c1ncc(Cl)c(C(=O)Nc2ccc3ccccc3c2)n1,1,96*,2,73,0.9,70,12,40,15,30
CCOC(=O)c1cccc(N2C(=O)Nc3ccccc3N2O)c1,0.9,-3,8,95,-0.3,94,-8,5,-8,7
COc1cc(S(=O)(=O)Nc2ccccc2)ccc1NC=O,0.8,20,18,104,0.0,109,-4,-14,-2,-4
CCC(=O)NC(=S)Nc1ccc(NC(=O)c2ccccc2[N+](=O)[O-])cc1,0.9,-7,14,105,-0.1,90,-12,7,-7,-6
C/C(CC(=O)Nc1ccccn1)=N\NC(=O)c1ccccc1,0.9,-10,9,114,-0.2,115,9,-21,1,-14
CCN1CCN(CC(=O)Nc2cccc(C)c2C)C(=O)C1=O,0.9,0,14,103,-0.3,103,7,1,10,-3
Cc1ccc(C(=O)NNC(=O)c2ccc(SCC3CCCO3)c([N+](=O)[O-])c2)cc1 (configuration not stated),0.9,-4,11,93,-0.2,106,2,-3,6,7
CCn1c(CSc2nc3ccccc3[nH]2)nc2cc(C(=O)O)ccc21,0.8,3,22,99,-0.4,118,-4,-15,4,2
Cn1c(=O)c2c(nc(NCCc3ccccc3)n2Cc2ccc(F)cc2)n(C)c1=O,0.9,10,6,94,0.1,96,0,14,-13,7
O=C(N/N=C1\CCCc2ccccc21)c1cccc([N+](=O)[O-])c1,1,-1,-2,108,0.4,99,-1,-1,8,-8
CC(/C=N/NC(=O)Cn1cnc2ccccc21)=C\c1ccccc1,0.9,11,12,90,-0.3,87,-9,14,-14,11
O=C(CN1N=C(C(F)(F)F)CC1(O)c1ccc([N+](=O)[O-])cc1)c1ccccc1 (configuration not stated),0.9,17,8,99,0.2,99,4,3,-11,-2
Cc1ccccc1-n1ccnc1SCC(=O)O,1,-11,2,102,-0.2,105,5,-6,-13,-2
COc1ccc(N/C=C(\C2OC(=O)c3ccccc32)[N+](=O)[O-])cc1 (configuration not stated),1,-6,3,81,-0.2,99,11,2,-5,21
COc1cccc(NC(C)C(=O)N2CC(C)OC(C)C2)c1 (configuration not stated),0.8,-7,24,112,-0.4,109,13,-4,2,-13

# Grouped by structure, the compounds so far containing a COOH group
SMILES,Diaphorase act,APP 5UTR inh,Diaph inh CS,STAT1 activator,Hsp70 activator,STAT3 act,G6PDH CS,STAT3 blocker,TLR4-MyD88 BLA,STAT1 inh
CCn1c(CSc2nc3ccccc3[nH]2)nc2cc(C(=O)O)ccc21,0.8,3,22,99,-0.4,118,-4,-15,4,2
Cc1ccccc1-n1ccnc1SCC(=O)O,1,-11,2,102,-0.2,105,5,-6,-13,-2

# The listing picks up with the 3 entries that preceded the break.
SMILES,Diaphorase act,APP 5UTR inh,Diaph inh CS,STAT1 activator,Hsp70 activator,STAT3 act,G6PDH CS,STAT3 blocker,TLR4-MyD88 BLA,STAT1 inh
Cc1ccccc1-n1ccnc1SCC(=O)O,1,-11,2,102,-0.2,105,5,-6,-13,-2
COc1ccc(N/C=C(\C2OC(=O)c3ccccc32)[N+](=O)[O-])cc1 (configuration not stated),1,-6,3,81,-0.2,99,11,2,-5,21
COc1cccc(NC(C)C(=O)N2CC(C)OC(C)C2)c1 (configuration not stated),0.8,-7,24,112,-0.4,109,13,-4,2,-13
CC(=O)NS(=O)(=O)c1cccnc1Nc1cccc(Cl)c1C,1,-1,-4,98,-0.2,101,0,3,-3,2
Cc1ccc2occ(/C=C/C(=O)O)c(=O)c2c1,0.9,5,15,99,-0.5,99,4,8,-11,1
O=C(CCc1ccccc1)NCCC1=CCCCC1,0.9,-4,13,103,-0.3,98,13,-1,-3,-3
COc1ccc(C(=O)C2CCCN(Cc3ccc4nonc4c3)C2)cc1F (configuration not stated),0.8,6,23,100,-0.2,96,4,9,4,-1
COc1cccc(C2C3=C(CCCC3=O)Nc3nc(-c4cc(OC)c(OC)c(OC)c4)nn32)c1 (configuration not stated),0.9,-3,14,85,0.1,99,1,6,2,16
Cc1ccc(NCCC(=O)c2cccs2)cc1C,0.8,-82,17,143*,-0.2,107,0,-4,9,-49
CCCC1CC(C)(C(=O)Cn2[nH]c(=O)ccc2=O)OC1=O (configuration not stated),0.9,-11,12,94,-0.2,104,0,0,2,7
Cc1ccc(SCC(=O)N2c3ccccc3Sc3ccccc32)cc1,0.8,22,15,93,0.1,96,4,16,-6,8
Cc1cc(C(=O)N2CCN(C(c3ccccc3)c3ccccc3)CC2)no1,0.7,-7,27,109,0.1,105,-1,-6,3,-9
COC(=O)c1cc(NC(=O)C2(S(=O)(=O)c3ccc(C)cc3)CC2)cc(C(=O)OC)c1,0.9,5,9,91,-0.2,102,-11,-4,-3,11
CN(C(=O)COC(=O)c1ccc2c(=O)n3c(nc2c1)CCC3)C1CCS(=O)(=O)C1 (configuration not stated),0.9,-12,7,102,0.2,100,8,5,11,-5
COc1ccccc1N1CCN(C(=O)C(=O)N/N=C/c2cccc(O)c2)CC1,0.9,9,14,94,-0.2,105,10,-6,-7,6
Cc1ccc(C(=O)N/N=C/c2cccc(OC(=O)/C=C/c3ccco3)c2)cn1,1.1,-3,-7,108,-0.1,100,8,6,4,-10
CC(C)C(c1nnnn1C(C)(C)C)N1CCOCC1 (configuration not stated),0.9,4,9,105,0.1,104,7,0,-1,-5
CN(C(=O)c1ccccn1)c1nnc(-c2ccncc2)s1,.,-20,.,107,-0.2,97,.,8,14,-7
Cc1ccc(S(=O)(=O)NCCN2CCOCC2)cc1,1,0,2,101,-0.1,101,2,-4,2,-1
C/C(N)=C(/C#N)C(=O)CSc1cc(C)c2cc(C)cc(C)c2n1,0.8,-26,24,100,-0.4,98,14,8,7,-2
O=C(Nc1ccccc1)C1=C[C@H](C2CCCCC2)C[C@H](OCc2ccc(CO)cc2)O1,0.6,-2,37,107,0.8,.,10,.,-15,-6
O=C(Cn1ncc2c3ccccc3n(Cc3ccc(F)cc3)c2c1=O)N1CCN(c2ncccn2)CC1,0.7,-10,34,99,-0.5,98,-8,8,-4,2
CCC(=O)NC(=S)Nc1ccccc1F,1,4,0,95,-0.2,94,3,11,-18,6
COc1ccc(OC(=O)c2cccc([N+](=O)[O-])c2)c(C(=O)/C=C/c2cccs2)c1,0.8,11,22,102,0.2,97,0,10,-7,-2
COc1ccc(N2CCN(C(=O)CN3CCN(C(c4ccccc4)c4ccccc4)CC3)CC2)cc1,0.9,.,14,102,0.0,88,-14,15,0,-2
O=C(C1=C[C@@H](C2CC2)C[C@@H](OCc2ccc(CO)cc2)O1)N1CCOCC1,1,1,2,95,0.1,.,7,.,-9,7
O=C(Nc1ccc2c(c1)N(Cc1ccccc1)C(=O)c1ccccc1S2)NC1CC1,1,-3,0,96,0.4,101,8,5,-10,4
CCn1c(Cc2cccs2)nnc1SCC(=O)NC(C)(C)C,1.1,-7,-6,96,-0.1,97,9,6,-4,4
COCCNc1nc(-c2cc(C)n(CCc3ccc(OC)cc3)c2C)cs1,0.7,-31,26,100,-0.3,94,4,16,-16,-2
O=C(NCCc1ccccc1)c1ccc(-c2ccc(F)cc2)o1,0.8,-21,21,108,-0.1,93,3,11,-4,-11
COC(=O)/C(C#N)=C1/C=Cc2ccccc2N1,0.8,-24,16,130*,0.0,89,2,18,0,-30
Cc1cc(C(=O)N2CCCC(C(=O)c3ccc4ccccc4c3)C2)nn1C (configuration not stated),0.9,5,8,94,0.1,96,16,9,-6,5
COc1ccc(N2CCN(c3ccc(NC(=O)C4CCCCC4)cc3C#N)CC2)cc1,1,-20,0,98,-0.4,101,-24,1,2,2
O=C(NCc1cccc(F)c1)c1noc2c1CCCC2,1,-14,3,122,-0.1,98,26,2,12,-23
Cc1c(C(=O)Nc2ccc(F)cc2)oc2ccc(S(=O)(=O)N3CCCC3)cc12,0.9,-11,11,99,0.0,92,13,9,0,1
COc1ccc(C)cc1C(=O)C1CC(C(=O)O)C(C)(C)C1C (configuration not stated),0.9,-14,8,98,-0.3,103,4,-1,-10,2
COc1ccc(CNc2oc(Cc3cccc4ccccc34)nc2C#N)cc1,0.8,-1,20,91,0.0,100,4,2,6,10
O=C(NCc1cccs1)c1csc2c1CCCCC2,0.9,7,14,115,-0.2,89,2,15,0,-16
Cn1cnc([N+](=O)[O-])c1NC(C)(C)C,1,-1,-3,98,-0.5,95,-1,11,-4,2
CCn1nnnc1-c1ccc(OC)c(S(=O)(=O)NCCc2ccccc2)c1,0.9,27,6,97,-0.2,106,-1,0,0,2
COc1ccc(OCCCC(=O)Nc2cccc([N+](=O)[O-])c2)cc1,0.8,9,20,94,-0.1,93,-3,11,-14,7
Cc1nn(Cc2ccccc2)c2c1C(c1ccc(Cl)cc1)C(C#N)=C(N)O2 (configuration not stated),0.8,6,24,91,-0.1,102,5,-1,-5,11
Cc1nc2ccccc2c(=O)n1NC(=O)C1CC1C (configuration not stated),1.1,-13,-7,102,-0.3,97,-2,4,15,-1
Cc1cc(C)n(-c2ccc(C)c(Cl)c2)n1,0.8,2,18,104,0.4,111,3,-9,2,-4
